# Screens deposited in PubChem by National Center for Advancing Translational Sciences (NCATS).
# VP16 counter = inhibits Gal4-VP16 luciferase reporter, ROR gamma counter-screen. Potency, µM (doses to about 53.6 µM), for the others: top-dose activity, negative = inhibition, most hits filed as inhibitors. 3.5% of 310,000 active. AID 2546. Drosophila S2 Gal4-VP16 UAS-luciferase, luminescence, 20 h;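 note: Gal4-VP16 expression switched on by copper sulfate through the metallothionein promoter; potency is the fitted concentration of half-maximal effect; % is set by controls: 0 for no effect and ±100 for the full control effect; nearly all actives have a fitted effect of over 50% in size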
# NPC1 prom act = NPC1 promoter activation. Huh7 NPC1 promoter luciferase reporter, 24 h. Potency, µM (titrated, usually from 9.22 µM), without a hit: top-dose activation, actives largely listed as activators. AID 485313. 2.4% of 320,000 active;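 note: potency is the fitted concentration of half-maximal effect; % of control where 0% means no effect; nearly all actives have a fitted effect of over 60% in size; reporter is driven by a mutant NPC1 promoter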
#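 Stably transfected Huh7 (NPC1 promoter→luciferase), 1500 cells/well in Opti-MEM + 10% FBS, 2 h settle, then compound 24 h at 37 °C. Luminescence after 10 min with Amplite reagent.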
# PKM2 activator = activators of human pyruvate kinase M2; P14618; purified PKM2, Kinase-Glo ATP luminescence, activation; response scale: 0% is enzyme alone, no compound; Potency, µM (top dose mostly 57.5 µM), for the others: top-dose activation, most hits filed as activators; 0.34% of 260,000 active; note: potency is the fitted concentration of half-maximal effect; % is set by controls: 0 for no effect and ±100 for the full control effect; nearly all actives have a fitted effect of over 55% in size
# Target sequence (P14618 whole entry, looked up): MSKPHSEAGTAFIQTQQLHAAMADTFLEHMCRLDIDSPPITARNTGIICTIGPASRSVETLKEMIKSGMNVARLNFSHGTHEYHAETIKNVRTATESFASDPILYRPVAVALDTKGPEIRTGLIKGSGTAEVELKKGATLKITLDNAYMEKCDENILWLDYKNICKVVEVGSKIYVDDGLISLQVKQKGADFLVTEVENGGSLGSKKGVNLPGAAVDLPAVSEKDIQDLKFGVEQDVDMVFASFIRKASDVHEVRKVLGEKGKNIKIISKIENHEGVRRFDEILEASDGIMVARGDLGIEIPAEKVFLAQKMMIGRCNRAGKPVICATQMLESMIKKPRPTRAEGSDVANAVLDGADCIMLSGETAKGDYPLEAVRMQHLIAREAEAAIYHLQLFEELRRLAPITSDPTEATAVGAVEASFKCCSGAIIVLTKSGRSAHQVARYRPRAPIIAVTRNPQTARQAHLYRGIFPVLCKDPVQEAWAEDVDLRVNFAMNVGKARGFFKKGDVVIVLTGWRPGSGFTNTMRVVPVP
#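 Kinase-Glo luminescence reports ATP generated from ADP (0.1 mM) and PEP (0.5 mM) by purified hPK-M2 after 1 h at room temperature, pH 7.2 imidazole buffer; intermediate enzyme activity allows detecting inhibitors and activators.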
# Menin MLL FP TR = displaces Texas Red mutant MLL peptide from human menin. O00255. Menin + Texas Red MLL mutant peptide, fluorescence polarization. Potency, µM (doses to about 61.6 µM), for inactives: top-dose FP activity change, negative = inhibition, usual class: inhibitors. 0.23% of 270,000 active. AID 1768; active = well fitted inhibition curve with a large enough effect in the polarisation, with a control signal flat, not every such curve was filed as active; inconclusive = small, poorly fitted or top-dose-only effect, or effect the other way, or a change in a side signal; inactive = no such curve, though single readings can be large or run the other way; the % refers to the polarisation; note: potency is the fitted concentration of half-maximal effect; % of control where 0% means no effect; many of its hits are not listed in these tables
# RORg inh = blocks mouse ROR gamma transcriptional activity. Drosophila S2 Gal4-RORgamma UAS-luciferase reporter, 20 h. P51450. 5.4% of 310,000 active. Potency, µM (titrated, usually from 53.6 µM), inactives show at the highest dose activity change, negative = inhibition, hits mostly inhibitors. AID 2551; note: potency is the fitted concentration of half-maximal effect; % is set by controls: 0 for no effect and ±100 for the full control effect; nearly all actives have a fitted effect of over 60% in size
# Target sequence (P51450 whole entry, looked up, the tested form may be a part): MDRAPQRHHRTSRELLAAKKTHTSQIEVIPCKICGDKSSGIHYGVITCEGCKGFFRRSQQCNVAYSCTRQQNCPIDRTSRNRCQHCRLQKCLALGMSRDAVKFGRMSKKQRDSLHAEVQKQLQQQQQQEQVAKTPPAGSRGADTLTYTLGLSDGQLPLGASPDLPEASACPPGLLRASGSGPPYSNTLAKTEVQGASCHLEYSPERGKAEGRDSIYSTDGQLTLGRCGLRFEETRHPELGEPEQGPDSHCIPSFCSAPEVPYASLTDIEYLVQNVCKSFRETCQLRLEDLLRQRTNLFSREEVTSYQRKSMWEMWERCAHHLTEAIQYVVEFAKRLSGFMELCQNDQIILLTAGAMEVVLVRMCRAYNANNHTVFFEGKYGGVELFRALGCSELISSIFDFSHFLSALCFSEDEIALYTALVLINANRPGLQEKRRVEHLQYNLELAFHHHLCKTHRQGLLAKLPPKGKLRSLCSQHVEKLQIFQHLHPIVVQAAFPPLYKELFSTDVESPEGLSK
#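 Schneider cells (Drosophila), stable Gal4 DBD–ROR gamma + UAS-luc; 1 hr cmpd preincubation; Cu2+ induction 700 uM final; 20 hr ambient; luminescence.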
# Giardia killer = kills Giardia lamblia; activity change, % at 7.66 µM, hits read low; Giardia lamblia trophozoite viability; 0.15% of 340,000 active; in the data active = activity change below about -80%; inconclusive = between about -30% and that limit;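 note: parasites exposed to compound for two days anaerobically before the ATP read; % is set by controls: 0 for no effect and ±100 for the full control effect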
#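 Giardia trophozoites, 100 cells per well, were exposed to compounds for 48 hrs at 37 deg C under anaerobic conditions; viability was then read as ATP content by bioluminescence after 15-30 min at room temperature.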
# BRCA1 expr act = BRCA1 expression activation. MCF7-BRCA1-FFLuc reporter, luminescence, 48 h; response scale: scaled: vehicle 0%, 10 µM genistein 100%. Potency, µM (titrated, usually from 46.1 µM), for the others: top-dose activation, usual class: activators. 1.1% of 380,000 active; note: potency is the fitted concentration of half-maximal effect; nearly all actives have a fitted effect of over 80% in size; some results filed as inactive show a strong effect at the top dose
#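 Compounds are tested at multiple concentrations on MCF7 BRCA1-luciferase reporter cells seeded at 2000 per well; after 48 h, a single luminescence end-point is taken and curves fitted to the normalized data.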
# FLuc modulator = firefly luciferase modulation, counter-screen for miR-21 project; purified FLuc, Km substrates, luminescence inhibition; P08659; Potency, µM (series often up to 57.5 µM), inactives show at the highest dose activity change, negative = inhibition, hits mostly inhibitors; 6.9% of 360,000 active;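 note: potency is the fitted concentration of half-maximal effect; plate controls were vehicle for no effect and reference inhibitor for full effect; nearly all actives have a fitted effect of over 55% in size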
#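 Purified P. pyralis luciferase, 10 nM final, with Km-level 10 uM D-luciferin and 10 uM ATP in 50 mM Tris acetate pH 7.5, 10 mM Mg acetate, 0.01% Tween-20, 0.05% BSA; 6-point qHTS titration about 60 µM downward; luminescence read.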
# Rab9 promoter act = Rab9 promoter activation; Huh7 Rab9 promoter-luciferase reporter, luminescence, 24 h; Potency, µM (series often up to 9.22 µM), inactives show top-dose activation, negative = inhibition, actives largely listed as activators; 2.8% of 320,000 active; note: potency is the fitted concentration of half-maximal effect; % of control where 0% means no effect; nearly all actives have a fitted effect of over 60% in size
#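 Cell-based reporter: Huh7 stable for Rab9 promoter-driven luciferase, plated in reduced-serum medium with 10% FBS at 1500 cells/well, compound-treated 24 h at 37 °C, luminescence read after 10 min reagent.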
# ELG1 genotoxic = inducers of genotoxicity in HEK293T ELG1-luciferase cells. HEK293T ELG1-luciferase reporter, luminescence, 16 h. Potency, µM (series often up to 46 µM), for the others: at the highest dose activity change, positive = activation, most hits filed as activators. 1.3% of 330,000 active. AID 504466; note: potency is the fitted concentration of half-maximal effect; % of control where 0% means no effect; nearly all actives have a fitted effect of over 60% in size
#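 Reporter readout depends on ELG1 protein level, which increases with genetic stress. After 16 hr compound exposure at 37 °C, luciferase activity was quantified using ONE-Glo.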
# p53 reactivator = mutant p53 re-activation in reporter cells | H1299 p53-A138V BP100-luciferase reporter, luminescence, 24 h | Potency, µM (top dose mostly 92.2 µM), without a hit: at the top dose activity change, positive = activation, actives largely listed as activators | 0.063% of 320,000 active | AID 504706; note: potency is the fitted concentration of half-maximal effect; % of control where 0% means no effect; nearly all actives have a fitted effect of over 45% in size
#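 p53-null H1299 cells stably carrying temperature-sensitive p53-A138V and a BP100-luciferase reporter were pinned with compounds (4-point, 1:5 series) and held 24 hrs at 37 deg C. Luminescence was read 10 min after detection reagent.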
# An asterisk follows results filed as active; ? = inconclusive; / = not tested or not shown; [ ] = remark or other dose. Unless noted, calls come from the whole dose curve; as a rule, active = well fitted curve in the direction sought with a large enough effect; inconclusive = small, poorly fitted or top-dose-only effect, or another doubt; inactive = no such curve, though single readings can be large; an effect the other way counts as inactive or inconclusive.
SMILES,VP16 counter,NPC1 prom act,PKM2 activator,Menin MLL FP TR,RORg inh,Giardia killer,BRCA1 expr act,FLuc modulator,Rab9 promoter act,ELG1 genotoxic,p53 reactivator
Cc1c(CCOC(=O)CC23CC4CC(CC(C4)C2)C3)sc[n+]1Cc1ccccc1,-14%,3%,2%,?,35%,6,-63%,7%,1%,-10%,-4%
O=C(COC(=O)c1c2c(nc3ccccc13)/C(=C/c1cccc([N+](=O)[O-])c1)CCC2)NC1CCS(=O)(=O)C1 (stereo not drawn),-23%,-5%,-6%,?,12%,-11,-78%,0%,-4%,-4%,-11%
O=C(c1ccccn1)N(Cc1ccco1)C1(C(=O)NC2CCCC2)CCCCC1,-1%,-4%,-15%,-11%,1%,-17,-26%,0%,-12%,4%,0%
CCN(C(=O)COC(=O)c1c(C)nsc1NC)c1ccccc1,/,-3%,/,/,/,16,6%,0%,1%,-2%,1%
CCC(=O)N1CCN(c2ccc(NC(=O)COc3ccc(C)cc3C)cc2)CC1,15%,-3%,0%,-15%,-3%,-1,-21%,4%,2%,-4%,-5%
Cc1ccc(CSc2nc3c(c(=O)[nH]c(=O)n3C)n2CCC(C)C)cc1,2%,-1%,15%,?,-3%,-11,-10%,0%,5%,0%,-7%
S=c1[nH]nc(Cc2cccs2)n1-c1ccccc1,?,-2%,-7%,?,11µM*,5,-26%,1%,-5%,1%,-2%
CCN(CC)S(=O)(=O)c1ccc(N(C)Cc2cccc(OC)c2OC)nc1,?,-7%,1%,-8%,?,8,-30%,4%,-11%,-12%,-6%
CC(C)CC1NC(=O)N(CC(=O)NC2CCCc3ccccc32)C1=O (stereo not drawn),1%,-3%,-1%,-16%,2%,-26,-1%,-1%,-3%,-1%,2%
Cc1ccccc1C(=O)NCC(=O)OC(C)C(=O)NC(C)CCc1ccccc1 (stereo not drawn),/,0%,/,/,/,2,1%,3%,-6%,0%,6%
COc1ccc(-c2cncnc2-c2ccc(OC)cc2O)cc1,-5%,0%,/,-22%,?,27,1%,0%,2%,-18%,6%
COc1ccccc1N1CCN(C(=O)CNC(=O)c2ccc(Cl)cc2Cl)CC1,7%,17%,6%,-21%,4%,29,1%,24µM*,16%,-14%,-6%
CCOC(=O)C1=C(N)Oc2c(oc(CO)cc2=O)C1c1ccc(F)c(F)c1 (stereo not drawn),6%,1%,-8%,-3%,-23%,0,-15%,-3%,-1%,3%,-4%
CC(Sc1nc2ccccc2n1C)C(=O)NC(c1ccccc1)c1ccccc1 (stereo not drawn),-13%,-5%,-4%,-1%,-43%,27,-42%,-2%,0%,-3%,-9%
CCc1cc2c(SCC(=O)Nc3ncc(Cl)c(C)c3Cl)ncnc2s1,-5%,-1%,7%,-15%,41%,1,-17%,3%,5%,1%,-10%
COc1ccc(N(CC(=O)NCc2ccc(Cl)cc2)S(=O)(=O)c2ccccc2[N+](=O)[O-])c(OC)c1,1%,-4%,-4%,11%,5%,-6,-39%,-2%,-12%,-5%,-3%
CN(C)S(=O)(=O)c1cccc(NC(=O)c2cc([N+](=O)[O-])ccc2N2CCCCC2)c1,/,6%,/,/,/,3,-20%,/,7%,-3%,1%
CN(Cc1nc(-c2ccc(Cl)cc2)no1)C(=O)CCN1C(=O)[C@H]2CC=CC[C@H]2C1=O,1%,-2%,6%[0.46 µM],-18%,14%,10,-6%,2%,-9%,-6%,?
CC(C)(C)OC(=O)N1CSC[C@H]1C(=O)NC[C@H](CC(=O)O)c1ccc(Cl)cc1,3%,-2%,/,-24%,-7%,4,-1%,0%,-5%,-5%,0%
CCOC(=O)C1=C(COC(=O)CSc2ccc(C)cc2)NC(=O)NC1C (stereo not drawn),/,-5%,/,/,/,-2,9%,-2%,3%,1%,1%
Cc1ccc(N2CC(C(=O)NCc3n[nH]c(=O)c4ccccc34)CC2=O)cc1C (stereo not drawn),/,0%,/,/,/,1,-10%,0%,1%,13%,6%
CCCn1nnc(NC(=O)COc2cc(C)ccc2C(C)C)n1,1%,1%,-2%,-22%,-4%,4,-2%,4%,-5%,-10%,-7%
COc1cccc(OCCCN2CCCCCC2)c1,-1%,1%,-2%,-22%,5%,8,15%,0%,3%,-8%,0%
COc1ccc2c(c1)cc1c(=O)n(CC(=O)NCCCN3CCOCC3)nc(C)n12,-7%,-3%,2%[0.46 µM],6%,-4%,7,-3%,10%,-4%,3%,0%
CCC(=O)N1CCN(c2ccc(Cl)cc2NC(=O)Cc2ccc(Cl)cc2)CC1,0%,1%,12%,-8%,31%,-4,-34%,-1%,6%,-29%,-4%
CCOC(=O)Cc1csc(SCC(=O)Nc2cccc(Cl)c2)n1,6%,-1%,2%,6%,13%,-1,-30%,-8%,3%,-3%,0%
CCN(CC)C(=O)CSc1nnc(-c2c[nH]c3ccccc23)o1,-2%,28%,-4%,-9%,-14%,-20,?,?,14%,10%,?
Cn1nnnc1SCCNC(=O)C1CCC(=O)N(Cc2ccc(Cl)cc2)C1 (stereo not drawn),-6%,1%,1%,-3%,-11%,-2,-2%,1%,-1%,-1%,10%
Cc1ccc(-c2ccc(C(=O)O)c(C)n2)cc1,1%,0%,4%,-3%,4%,7,-7%,2%,-4%,0%,0%
O=C(c1ccc(C23CC4CC(CC(C4)C2)C3)o1)N1CCOCC1,10%,-1%,8%,?,-3%,-12,-3%,?,-4%,16%,?
CS(=O)(=O)N(CC(=O)N1CCN(c2cccc(Cl)c2)CC1)c1ccccc1,-23%,-3%,12%,21%,-37%,1,0%,1%,-12%,-9%,-15%
COc1ccc([C@H]2[C@@H]3C=CCC[C@@]3(C)C(=O)N2Cc2ccccc2)cc1Cl,10%,-10%,0%,/,4%,6,-19%,2%,-3%,-2%,13%
Cc1cc(C)cc(N(C(=O)Cc2cccs2)C(C(=O)NC2CCCC2)c2ccc(C)o2)c1 (stereo not drawn),-19%,-3%,0%,-15%,-9%,-13,-11%,-1%,-6%,0%,-3%
CCOc1ccc(CNCc2cccnc2)cc1,-7%,-3%,-2%,10%,-25%,0,-13%,2%,-1%,2%,8%
Cc1ccc(C(=O)NCCc2nnc3ccc(SCC(=O)NCc4ccc(F)cc4)nn23)cc1,-7%,2%,0%,-1%,7%,-12,-19%,-1%,5%,-5%,-16%
CCc1ccccc1NC(=O)CN(C)C(=O)CN1C(=O)NC2(CCCCCC2)C1=O,10%,0%,-4%,20%,12%,-9,0%,2%,-3%,-4%,0%
CC(NC(=O)COC(=O)c1cc(Cl)nc(Cl)c1)c1ccccc1 (stereo not drawn),3%,-2%,-8%,-1%,19%,-8,-13%,-3%,-1%,2%,1%
O=C1C=C(O)c2cccc3cccc1c23,5%,-1%,12%,?,-11%,0,3%,4%,-1%,-1%,/

# Arranged by value in PKM2 activator (smallest number first): 3 from the list above
canonical_smiles | PKM2 activator
COc1cccc(OCCCN2CCCCCC2)c1 | -2%
COc1ccc([C@H]2[C@@H]3C=CCC[C@@]3(C)C(=O)N2Cc2ccccc2)cc1Cl | 0%
O=C1C=C(O)c2cccc3cccc1c23 | 12%

# Part of the list above with just FLuc modulator, PKM2 activator and BRCA1 expr act.
molecule	FLuc modulator	PKM2 activator	BRCA1 expr act
COc1ccc([C@H]2[C@@H]3C=CCC[C@@]3(C)C(=O)N2Cc2ccccc2)cc1Cl	2%	0%	-19%
Cc1cc(C)cc(N(C(=O)Cc2cccs2)C(C(=O)NC2CCCC2)c2ccc(C)o2)c1 (stereo not drawn)	-1%	0%	-11%
CCOc1ccc(CNCc2cccnc2)cc1	2%	-2%	-13%
Cc1ccc(C(=O)NCCc2nnc3ccc(SCC(=O)NCc4ccc(F)cc4)nn23)cc1	-1%	0%	-19%
CCc1ccccc1NC(=O)CN(C)C(=O)CN1C(=O)NC2(CCCCCC2)C1=O	2%	-4%	0%

# An excerpt (hit frequency here may not be typical).
